# Screening results (PubChem BioAssay)
# GALK inhibitor: inhibitors of human galactokinase; Purified GALK, Kinase-Glo residual ATP luminescence; Potency, µM (series often up to 57.5 µM), without a hit: at the highest dose activity change, negative = inhibition, most hits filed as inhibitors; AID 1868; hit rate 0.007% among 270,000; also: potency is read from the fitted curve at half-maximal effect; % is scaled to controls: 0 for no effect and ±100 for the full control effect
#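 ATP-depletion format; final 35 uM ATP, 100 uM D-galactose, 5 nM enzyme; pH 8.0 HEPES/Mg2+ buffer; 60 min RT; luminescence read 10 min after detection reagent.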
# ASM inhibitor: inhibitors of human secretory acid sphingomyelinase | P17405 | placental ASM, HMU-PC fluorogenic substrate, 60 min | Potency, µM (top dose mostly 57.5 µM), for the others: top-dose activity change, negative = inhibition, hits mostly inhibitors | hit rate 0.006% among 340,000; also: potency is read from the fitted curve at half-maximal effect
# Target sequence (P17405 47-631 limits assumed): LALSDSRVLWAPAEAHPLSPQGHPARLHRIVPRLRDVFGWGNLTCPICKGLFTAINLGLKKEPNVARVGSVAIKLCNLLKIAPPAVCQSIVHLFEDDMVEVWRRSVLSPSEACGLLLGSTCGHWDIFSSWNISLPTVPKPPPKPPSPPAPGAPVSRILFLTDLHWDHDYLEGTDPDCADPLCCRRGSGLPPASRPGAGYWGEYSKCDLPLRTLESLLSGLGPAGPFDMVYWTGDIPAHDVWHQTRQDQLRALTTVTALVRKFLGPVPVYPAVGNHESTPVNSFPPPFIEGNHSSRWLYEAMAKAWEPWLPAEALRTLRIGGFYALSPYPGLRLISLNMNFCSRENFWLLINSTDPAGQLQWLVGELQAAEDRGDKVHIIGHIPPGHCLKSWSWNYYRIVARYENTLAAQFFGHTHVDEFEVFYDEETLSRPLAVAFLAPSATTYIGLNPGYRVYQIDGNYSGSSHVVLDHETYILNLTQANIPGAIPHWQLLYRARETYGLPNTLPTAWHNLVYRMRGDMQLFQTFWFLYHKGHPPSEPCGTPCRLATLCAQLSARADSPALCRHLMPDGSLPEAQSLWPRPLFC
#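 Human placenta-derived ASM preincubated with compound 10 min at room temperature, then reacted with 9 uM (final) fluorogenic HMU-PC substrate for 60 min at 37 C. Stop solution raises pH to 10; fluorescence read at Ex 386/Em 447 nm.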
# PKM2 activator: increases activity of human pyruvate kinase M2 | purified PKM2, Kinase-Glo ATP luminescence, activation; response scale: 0% is enzyme alone, no compound | Potency, µM (highest dose often 57.5 µM), without a hit: at the highest dose activation, usual class: activators | AID 1631 | P14618 | hit rate 0.34% among 260,000; also: potency is read from the fitted curve at half-maximal effect; % is scaled to controls: 0 for no effect and ±100 for the full control effect; nearly all actives have a fitted effect of over 55% in size
# Target sequence (P14618 whole entry, looked up): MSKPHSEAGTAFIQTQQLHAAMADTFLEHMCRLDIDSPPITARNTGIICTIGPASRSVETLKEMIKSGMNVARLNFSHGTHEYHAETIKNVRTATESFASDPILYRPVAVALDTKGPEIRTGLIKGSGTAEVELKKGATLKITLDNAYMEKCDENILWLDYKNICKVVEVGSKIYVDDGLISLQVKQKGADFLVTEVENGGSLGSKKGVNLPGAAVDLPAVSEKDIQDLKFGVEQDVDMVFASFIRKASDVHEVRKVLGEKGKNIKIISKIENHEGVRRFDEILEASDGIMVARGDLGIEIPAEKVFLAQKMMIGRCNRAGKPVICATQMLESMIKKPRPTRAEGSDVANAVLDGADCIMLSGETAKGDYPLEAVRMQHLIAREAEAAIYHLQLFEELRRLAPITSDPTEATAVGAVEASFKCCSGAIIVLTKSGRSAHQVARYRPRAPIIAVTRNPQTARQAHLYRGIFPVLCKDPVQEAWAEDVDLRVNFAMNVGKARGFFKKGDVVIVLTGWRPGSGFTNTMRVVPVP
#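 Kinase-Glo luminescence reports ATP generated from ADP (0.1 mM) and PEP (0.5 mM) by purified hPK-M2 after 1 h at room temperature, pH 7.2 imidazole buffer; intermediate enzyme activity allows detecting inhibitors and activators.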
# FBPA coupling cs: inhibits coupling enzyme system, counter-screen for aldolase hits; activity change, negative = inhibition, % at 58.2 µM, hits read low; coupling enzyme system counterscreen, AmpLite Red fluorescence; hit rate 0.67% among 290,000; in the data active = activity change below about -30%; also: % is scaled to controls: 0 for no effect and ±100 for the full control effect
#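 First, compound is pin-transferred into glyceraldehyde-3-phosphate coupling-enzyme reagent at 57.5 uM final and held 10 min at RT. Next, substrate, coupling system and AmpLite Red are added. After 20 min RT, fluorescence (525/598 nm) is read.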
# TSG101-PTAP inh: blocks PTAP/TSG101 interaction to inhibit HIV-1 budding. Q99816. Fluorescence polarization, FITC-PTAP peptide / Tsg101 binding. Potency, µM (top dose mostly 115 µM), without a hit: at the highest dose activity change, negative = inhibition, most hits filed as inhibitors. 340,000 tested, under 10 active. AID 493005; active = well fitted inhibition curve with a large enough effect in the main read-out, with a control signal flat, not every such curve was filed as active; inconclusive = small, poorly fitted or top-dose-only effect, or effect the other way, or a change in a side signal; inactive = no such curve, though single readings can be large or run the other way; also: potency is read from the fitted curve at half-maximal effect; % of control where 0% means no effect
#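 FP read-out: FITC-PTAP peptide, 50 nM final, binding Tsg101 binding domain, 10 uM final; 20 min, r.t.; 10 mM HEPES pH 7.5, 0.15 M NaCl, 0.01% Tween 20, 3 mM EDTA, 0.1 mM TCEP.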
# Giardia killer: Giardia lamblia killing; Giardia lamblia trophozoite viability; activity change, % at 7.66 µM, hits read low; hit rate 0.15% among 340,000; in the data active = activity change below about -80%; inconclusive = between about -30% and that limit;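 also: parasites exposed to compound for two days anaerobically before the ATP read; % is scaled to controls: 0 for no effect and ±100 for the full control effect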
#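 Media and compound were dispensed first, then trophozoites at 100 cells/well; plates sat 48 hrs at 37 deg C without oxygen before ATP luminescence reagent was added and read after 15-30 min at room temperature.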
# BCR signal inh: blocks chronic active B-cell receptor signaling; Potency, µM (doses to about 46.1 µM), for inactives: at the top dose ratio change, negative = lower green/red ratio, usual class: inhibitors; hit rate 0.05% among 340,000; ABC-DLBCL IkBa-CBG/CBR reporter, luminescence ratio, 4 h; AID 493014; active = well fitted inhibition curve with a large enough effect in the signal ratio, with a control signal flat, not every such curve was filed as active; inconclusive = small, poorly fitted or top-dose-only effect, or effect the other way, or a change in a side signal; the % refers to the signal ratio;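 also: potency is read from the fitted curve at half-maximal effect; plate controls were basal doxycycline-induced cells for no effect and cells given 10 µM MG132 for full effect; MG132 reads +100%, hits lower the ratio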
#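 Compounds up to 46 uM were incubated four hours with TMD8 cells whose green CBG68 luciferase is fused to IkappaBalpha; red CBR luminescence normalised the signal, and concentration-effect curves were fitted to fusion, red and ratio data.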
# Integrin act MD: integrin-mediated muscular dystrophy alleviation activation. alpha7betagal myoblasts, beta-gal FDG fluorescence, 48 h. Potency, µM (doses to about 38.3 µM), without a hit: top-dose activation, hits mostly activators. hit rate 0.064% among 350,000. AID 624291;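 also: potency is read from the fitted curve at half-maximal effect; 100% = response of the positive control SU9516; nearly all actives have a fitted effect of over 60% in size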
#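 alpha7betagal+/- myoblasts (passage 13, 250/well) treated 48 h at 37C with compounds at 1:260 dilution of DMSO stock. Lysed, then beta-galactosidase activity read as FDG fluorescence (ex 480/em 540) after 30 min, with pre-read for autofluorescence.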
# Tb PFK block: blocks T. brucei phosphofructokinase; O15648; T. brucei PFK, ADP-Glo luminescence; Potency, µM (top dose mostly 57.5 µM), inactives show at the highest dose activity, negative = inhibition, hits mostly inhibitors; hit rate 0.17% among 330,000;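 also: potency is read from the fitted curve at half-maximal effect; 0% = uninhibited 1x PFK enzyme wells and -100% = no-enzyme wells; nearly all actives have a fitted effect of over 60% in size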
#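 Luminescent ADP detection (ADP-Glo, two-step: ATP depletion then ADP-to-ATP conversion for luciferase) reported PFK activity after 45 min room-temperature reaction of 1.25 nM enzyme with 0.5 mM F6P and 0.1 mM ATP at pH 8.0.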
# B2AR arrestin: agonists driving beta-arrestin recruitment to human beta2-adrenergic receptor | beta-arrestin recruitment to beta2AR, cell-based reporter | P07550 | hit rate 0.02% among 330,000 | Potency, µM (top dose mostly 46.1 µM), without a hit: at the highest dose activation, actives largely listed as activators | AID 492947;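 also: potency is read from the fitted curve at half-maximal effect; 0% = DMSO controls and full agonism = EC100 isoproterenol or metaproterenol; nearly all actives have a fitted effect of over 65% in size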
# Menin MLL FP TR: inhibitors of human menin-MLL interaction, mutant MLL peptide; O00255; Menin + Texas Red MLL mutant peptide, fluorescence polarization; Potency, µM (highest dose often 61.6 µM), for the others: at the highest dose FP activity change, negative = inhibition, hits mostly inhibitors; hit rate 0.23% among 270,000; active = well fitted inhibition curve with a large enough effect in the polarisation, with a control signal flat, not every such curve was filed as active; inconclusive = small, poorly fitted or top-dose-only effect, or effect the other way, or a change in a side signal; inactive = no such curve, though single readings can be large or run the other way; the % refers to the polarisation; also: potency is read from the fitted curve at half-maximal effect; % of control where 0% means no effect; many of its hits are not listed in these tables
# Active calls of the source: *; ? = inconclusive; . = not tested or not shown; & = joins results of further samples; [ ] = dose if it differs, or a comment. Unless noted, calls follow the shape of the dose curve; as a rule, active = well fitted curve in the direction sought with a large enough effect; inconclusive = small, poorly fitted or top-dose-only effect, or another doubt; inactive = no such curve, though single readings can be large; an effect the other way counts as inactive or inconclusive. An excerpt. The share of hits here may be higher or lower than overall.
SMILES,GALK inhibitor,ASM inhibitor,PKM2 activator,FBPA coupling cs,TSG101-PTAP inh,Giardia killer,BCR signal inh,Integrin act MD,Tb PFK block,B2AR arrestin,Menin MLL FP TR
CCc1nnc(NS(=O)(=O)c2ccc(NC(=S)NC(=O)c3ccc(Br)cc3)cc2)s1,0%,-9%,0%,8,-2%,-28,14%,25%,?,-1.1%,31%[activator]
Cc1cccc(C(=O)NC(=S)NNC(=O)c2ccccc2Cl)c1,3%,-1%,1%,3,1%,-13,?,-6%,-3%,-0.1%,-1%
COc1ccccc1N1CC(C(=O)Nc2nnc(SCc3cccnc3)s2)CC1=O (stereo not given),5%,-2%,0%,2,-3%,-7,0%,10%,-5%,0.3%,-12%
Cc1cc(NC(=O)CCC2CCCCC2)no1,0%,-3%,0%,5,0%,20,?,12%,0%,-0.3%,-4%
CC(=O)C1=C(C)NC(=O)NC1c1ccccc1 (stereo not given),1%,0%,7%,2,-1%,4,?,-14%,-2%,-1.7%,1%
CC(=O)Nc1nonc1NC(=O)COc1ccccc1,10%,4%,0%,0,-2%,5,0%,11%,-3%,-0.4%,4%
O=C(c1ccc(S(=O)(=O)Nc2ccccc2F)cc1)N1CCN(c2ccccc2O)CC1,.,0%,.,.,0%,-6,3%,5%,2%,-0.4%,.
Cc1cccc(NC(=O)Cc2coc3ccc4ccccc4c23)n1,0%,-13%,-11%,-4,-7%,-2,?,-5%,-7%,-0.7%,.
C=CCSc1ccsc1C(=O)O,-2%,-3%,-4%,2,-5%,1,-25%,-11%,-5%,-0.2%,.
c1ccc2c(-c3cc(C4CCNCC4)[nH]n3)cccc2c1,0%,-2%,-2%,0,-1%,0,-12%,-55%[inhibitor],-5%,-0.4%,-8%
O=C(Nc1nnc(C2CC2)s1)c1cccc(S(=O)(=O)N2CCc3ccccc32)c1,0%,-3%,-3%,9,-3%,-9,3%,-9%,-9%,-1.0%,?
O=C1C2CC=CCC2C(=O)N1c1ccc(NCCc2cccc(F)c2)c([N+](=O)[O-])c1 (stereo not given),2%,-18%,-6%,-5,-2%,23,6%,4%,-13%,-0.5%,1%
CCOc1cc(N2CCOCC2)c(OCC)cc1NC(=O)c1ccc(OCc2c(C)noc2C)c(OC)c1,-2%,15%,2%,2,1%,5,-11%,-7%,-3%,-0.6%,-10%
COc1ccnc(Oc2ccc(F)cc2)c1-c1ncn[nH]1,2%,1%,4%,2,-1%,6,0%,3%,5%,-0.4%,2%
COc1cccc2cc(C(=O)C3=C(O)C(=O)N(CCN4CCOCC4)C3c3ccc(C)o3)oc12 (stereo not given),0%,0%,-1%[0.46 µM],-1,-5%,-2,9%,-3%,-2%,-0.3%,?
CCn1c(CNc2ccc(Cl)cc2)nnc1SCC(=O)OC1CCCCC1,-3%,0%,-3%,0,-6%,3,?,-11%,-12%,0.2%,-23%
O=C(NC1CCCC1)C1CCC(CNS(=O)(=O)c2cccs2)CC1 (stereo not given),.,3%,7%,0,-1%,-19,-1%,5%,-1%,-0.2%,0%
CN1CCN(C(=O)c2ccc(CNS(=O)(=O)c3ccc(F)c(Cl)c3)cc2)CC1,-2%,-2%,.,.,-8%,23,10%,-2%,3%,0.1%,.
COc1cc(NC(=O)c2ccc(Br)cc2)ccc1NC(=O)c1cc2ccccc2o1,-3%,14%,.,0,-1%,-5,-1%,42%,6%,-0.5%,22%
CCOC(=O)c1ccc(NC(=O)CCOc2ccccc2)cc1,-4%,-7%,1%,2,-3%,-9,14%,9%,-5%,-0.1%,-1%
CC(C)(C)c1ccc(OCCCC(=O)NNC(=O)c2ccccc2O)cc1,.,5%,.,.,-1%,-25,-14%,-26%,4%,-0.9%,.
N#CCCn1cc(/C=C(\C#N)c2nc3ccccc3s2)c(-c2ccc(F)cc2)n1,0%,14%,-5%,-2,-1%,2,-13%,8%,-1%,-0.4%,8%
Cc1c(C(=O)O)oc2c1ccc1ccccc12,0%,2%,-11%,2,-4%,32[activator],?,17%,-2%,-0.7%,-7%
COc1ccc(CCC(=O)N2CCCC(Nc3ccc(C)c(C)c3)C2)cc1OC (stereo not given),-3%,0%,.,-2,-2%,5,3%,3%,0%,0.4%,-14%
O=S1(=O)CCOC[C@H](CC2CCCCC2)N1Cc1ccc(Cl)cc1,.,-23%,0%,-1,-2%,6,5%,5%,-1%,-1.5%,-11%
Cc1cc(=O)n2nc(N3CCCC(C(=O)NCCC4=CCCCC4)C3)sc2n1 (stereo not given),0%,0%,0%,2,0%,5,2%,-13%,2%,-0.7%,18%
Cn1ncc(C#N)c1/N=C/N(Cc1ccccc1)Cc1ccccc1,0%,-8%,-2%,1,-1%,28,1%,24%,-2%,-0.3%,-6%
CC(OC(=O)C1CCC1)C(=O)Nc1cc(Cl)cc(Cl)c1 (stereo not given),.,-1%,.,.,-3%,-7,7%,-14%,2%,-0.1%,.
CCOc1ccc(NC(=O)COC(=O)c2ccc3c(c2)OCCO3)cc1,.,0%,.,.,-4%,7,4%,2%,0%,-0.2%,.
CC1CCc2ccccc2N1C(=N)N(C)C (stereo not given),2%,5%,-1%,7,0%,-20,4%,-5%,-1%,0.2%,2%

# 3 of the entries above in order of their number in PKM2 activator, lowest first.
Compound | PKM2 activator
Cc1c(C(=O)O)oc2c1ccc1ccccc12 | -11%
Cn1ncc(C#N)c1/N=C/N(Cc1ccccc1)Cc1ccccc1 | -2%
O=S1(=O)CCOC[C@H](CC2CCCCC2)N1Cc1ccc(Cl)cc1 | 0%

# New compounds follow.
SMILES,GALK inhibitor,ASM inhibitor,PKM2 activator,FBPA coupling cs,TSG101-PTAP inh,Giardia killer,BCR signal inh,Integrin act MD,Tb PFK block,B2AR arrestin,Menin MLL FP TR
COc1ccc(CCNC(=O)CSc2nnc3c(n2)[nH]c2ccc(F)cc23)cc1OC,-1%,0%,-10%,0,-2%,-8,-13%,-8%,-7%,0.0%,-21%
O=C(O)/C(=C\c1ccc(Br)cc1)NC(=O)c1cccs1,-3%,5%,.,1,-11%,-13,6%,?,3%,0.0%,-6%
Cc1cc(-c2ccc(C)c(S(=O)(=O)NCC3CCN(Cc4ccccc4F)CC3)c2)on1,5%,6%,3%,5,-7%,9,0%,-59%[inhibitor],0%,0.9%,16%
CCN(CC)c1nc2c3c(nc4c(c3c1C#N)CC(=O)N4c1ccc(Cl)cc1)NC(C)=N2,-3%,293%[activator],-13%,-2,0%,11,21%,18%,0%,-0.4%,?
CCCCNC(=O)c1onc(CSc2ccc(F)cc2)c1C(=O)O,0%,13%,15%,14,1%,9,?,-11%,-1%,-1.6%,45%[activator]
O=C(CCC(=O)c1ccc(-c2ccccc2)cc1)Nc1cccnc1,4%,-7%,-3%,0,2%,-3,12%,22%,-2%,-0.9%,.
Cc1nc2cc(-c3ccc(F)cc3)nn2c(N2CCOCC2)c1C,7%,.,-1%,1,.,.,0%,.,0%,0.3%,6%
O=C(Nc1cccc(S(=O)(=O)N2CCCCC2)c1)c1cncc(Br)c1,.,-5%,.,.,-9%,-6,?,?,1%,-0.3%,.
Cc1ncc([N+](=O)[O-])n1CC(C)O (stereo not given),1%&-1%,-4%,-4%&4%,0&2&1,1%,?,15%&-12%,.,4%&3%,-1.5%&-0.2%,-1%&-8%&-24%
O=C(NCCc1cccc(F)c1)C1CCCN(c2nc3ccccc3s2)C1 (stereo not given),-3%,-9%,.,0,-3%,6,?,0%,2%,-0.4%,-12%
O=C(CCC(=O)Nc1ccccc1)NNC(=O)c1ccco1,0%,3%,-2%,0,-5%,-5,?,14%,-1%,0.0%,5%
CCN(CC)S(=O)(=O)c1ccc(N2CCOCC2)c(NC(=O)c2ccccc2)c1,1%,6%,-12%,7,-3%,15,-1%,12%,0%,-0.7%,-4%
N/C(=N\OC(=O)Cc1ccccc1)c1cccc(Br)c1,10%,-7%,0%,3,0%,1,?,-1%,-3%,-0.2%,14%
CCCc1nnc(NC(=O)c2cc3ccccc3o2)s1,-5%,0%[11.5 µM],.,-4,1%,10,?,32%,-4%,-0.3%,.
COc1ccc(N(Cc2cc3ccc(C)cc3[nH]c2=O)C(=O)c2ccco2)cc1,7%,-1%,3%,2,-6%,-18,-2%,5%,3%,0.1%,-13%
O=C1CSCC(=O)N1c1ncc(C(F)(F)F)cc1Cl,6%,7%,1%,0,-2%,-5,3%,29%,1%,-0.5%,.
